PrPC surface inh: reduces human prion protein on the cell surface | P04156 | cell surface PrPC, TR-FRET read-out | inhibition, % at 13.8 µM | 370,000 compounds, 0.43% hits | AID 720596; in the data active = inhibition above about 24%; also: 0% = median of the test wells and 100% = reference compound wells
FadD28 binding: blocks FadD28 binding to the bisubstrate probe; inhibition, % at 12.5 µM; AID 588549; fluorescence polarization; 360,000 compounds, 0.22% hits; in the data active = inhibition above about 8.5%, passing the limit was not always enough; inconclusive = no clear call, values can overlap the other calls
FBA Mtb inh: inhibits M. tuberculosis FBA enzyme; purified M. tuberculosis FBA, fluorescence read-out; 360,000 compounds, 2.3% hits; inhibition, % at 1 µM; in the data active = inhibition above about 27%;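 also: 0% = vehicle and 100% = reference inhibitor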
Target sequence (P9WQA3 whole entry, looked up): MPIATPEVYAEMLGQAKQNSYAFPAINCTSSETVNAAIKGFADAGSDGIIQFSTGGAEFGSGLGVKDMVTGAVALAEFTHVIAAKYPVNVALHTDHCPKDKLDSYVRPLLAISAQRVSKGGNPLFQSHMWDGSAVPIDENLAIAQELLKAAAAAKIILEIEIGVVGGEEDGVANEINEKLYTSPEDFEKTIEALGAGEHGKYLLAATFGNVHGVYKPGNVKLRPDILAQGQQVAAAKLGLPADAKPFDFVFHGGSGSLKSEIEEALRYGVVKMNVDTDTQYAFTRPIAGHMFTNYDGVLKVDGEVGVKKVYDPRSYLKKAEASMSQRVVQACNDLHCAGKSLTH
GDH-TPI inh: inhibits GDH-TPI coupling enzymes, artifact for Mtb FBA screen | GDH-TPI coupled enzyme counterscreen, NADH absorbance | inhibition, % at 4.8 µM | 360,000 compounds, 1.2% hits; in the data active = inhibition above about 30%;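 also: 0% = DMSO wells and 100% = wells lacking the enzyme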
MazEF act: increases E. coli MazEF RNase cleavage of RNA; P0AE70; FAM/BHQ RNA-DNA oligo cleavage fluorescence, 5 h; activation, % at 20 µM; 350,000 compounds, 0.32% hits; in the data active = activation above about 50%
Target sequence (P0AE70 whole entry, looked up): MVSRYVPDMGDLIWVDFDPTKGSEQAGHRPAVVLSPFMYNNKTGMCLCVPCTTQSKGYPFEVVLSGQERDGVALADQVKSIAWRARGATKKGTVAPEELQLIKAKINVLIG
UGM FP inh: inhibitors of M. tuberculosis UDP-galactopyranose mutase. P9WIQ1. purified UGM, fluorescence polarization probe displacement. inhibition, % at 10 µM. 320,000 compounds, 0.06% hits. AID 504406; in the data active = inhibition above about 10%, passing the limit was not always enough; inconclusive = no clear call, values can overlap the other calls
Target sequence (P9WIQ1 whole entry, looked up): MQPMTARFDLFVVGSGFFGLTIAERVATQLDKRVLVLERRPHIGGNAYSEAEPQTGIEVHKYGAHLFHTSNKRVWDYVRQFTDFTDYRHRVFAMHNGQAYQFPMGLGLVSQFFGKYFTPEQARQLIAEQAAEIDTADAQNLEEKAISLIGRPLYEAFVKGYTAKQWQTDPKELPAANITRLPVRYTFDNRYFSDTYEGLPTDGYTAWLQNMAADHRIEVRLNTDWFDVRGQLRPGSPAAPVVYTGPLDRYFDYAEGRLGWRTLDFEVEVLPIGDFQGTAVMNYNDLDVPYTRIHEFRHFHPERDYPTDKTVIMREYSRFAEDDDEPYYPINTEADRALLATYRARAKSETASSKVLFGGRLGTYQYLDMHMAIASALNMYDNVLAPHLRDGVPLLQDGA
Mtb BioA inh: BioA (M. tuberculosis) enzyme inhibition; 360,000 compounds, 0.096% hits; purified M. tuberculosis BioA enzyme, plate reader; inhibition, % at 9.99 µM; AID 602481; in the data active = inhibition above about 40%; inconclusive = no clear call, values can overlap the other calls
BoNT-F LC inh: inhibitors of Botulinum neurotoxin F light chain protease; Multiplex microsphere protease cleavage assay, flow cytometry; inhibition, % at 10 µM; 360,000 compounds, 0.22% hits; in the data active = inhibition above about 35%, passing the limit was not always enough; inconclusive = no clear call, values can overlap the other calls; also: plate controls were buffer without enzyme for full effect and enzyme alone for no effect
Rv3671c protease: inhibitors of M. tuberculosis serine protease Rv3671c | inhibition, % at 5.96 µM | 320,000 compounds, 0.048% hits | AID 2606; in the data active = inhibition above about 38%;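 also: extracellular domain of Rv3671c used as enzyme; 0% = enzyme with DMSO and 100% = no enzyme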
Numbers without * were called inactive.

`Cc1cccc2cc(COC(=O)C(C)(C)C)c(=O)[nH]c12` gave PrPC surface inh 0, FadD28 binding 1.4, FBA Mtb inh 3, GDH-TPI inh 7, MazEF act 8, UGM FP inh -3.0, Mtb BioA inh -1.6, BoNT-F LC inh -10 and Rv3671c protease 1.
Screening Cn1c(=O)c2c(O)c(Cc3ccccc3)c(=O)n(C)c2n(C)c1=O returned PrPC surface inh 5, FadD28 binding -1.4, FBA Mtb inh 1, GDH-TPI inh 16, MazEF act -22, UGM FP inh 3.2, Mtb BioA inh -1.9 and Rv3671c protease 5.
Screening CCOC(=O)C1CSC(CC(=O)Nc2ccc(Cl)c(Cl)c2)C(=O)N1 (stereo not given) returned PrPC surface inh -3, FadD28 binding -2.3, FBA Mtb inh -1, GDH-TPI inh 2, MazEF act 3, UGM FP inh -2.4, Mtb BioA inh 5.3, BoNT-F LC inh 2 and Rv3671c protease -3.
For Nn1c(SCc2cccc(Cl)c2)nnc1-c1ccncc1 the results were PrPC surface inh -3, FadD28 binding -2.7, FBA Mtb inh -1, GDH-TPI inh -11, MazEF act 7, UGM FP inh -2.9, Mtb BioA inh 1.5, BoNT-F LC inh inconclusive and Rv3671c protease 9.
For COc1ccc(CCNC(=O)c2cccc(NC(=O)CC3SC(N4CCCCC4)=NC3=O)c2)cc1OC (stereo not given) the results were PrPC surface inh 1, FadD28 binding -3.0, FBA Mtb inh 1, GDH-TPI inh -5, MazEF act -2, UGM FP inh 3.3, Mtb BioA inh -1.6, BoNT-F LC inh 4 and Rv3671c protease 6.
`O=C(CCS(=O)(=O)c1cccc2nonc12)N1CCOCC1` gave PrPC surface inh -42, FadD28 binding -0.2, FBA Mtb inh -10, GDH-TPI inh 17, MazEF act 1, UGM FP inh -4.1, Mtb BioA inh 13, BoNT-F LC inh -7 and Rv3671c protease 4.
Screening CN(C)c1ccc(C2C3C(=O)NC(=O)C3ON2c2ccc(Cl)cc2)cc1 (stereo not given) returned PrPC surface inh -1, FadD28 binding 0.9, FBA Mtb inh 0, GDH-TPI inh 3, MazEF act -14, UGM FP inh 0.7, Mtb BioA inh 0.1, BoNT-F LC inh -4 and Rv3671c protease 4.
COc1cc(/C=C(\C#N)C(=O)NCC2CCCO2)ccc1O (stereo not given) was read as PrPC surface inh -8, FadD28 binding -1.7, FBA Mtb inh -20, GDH-TPI inh 2, MazEF act -3, UGM FP inh -2.7, Mtb BioA inh 0.5, BoNT-F LC inh 3 and Rv3671c protease -7.
Screening O=C(NC(=O)c1ccccc1O)c1ccc2c(c1)CCO2 returned PrPC surface inh -2, FadD28 binding -3.6, FBA Mtb inh 0, GDH-TPI inh 3, MazEF act 3, UGM FP inh 0.5, Mtb BioA inh 1.2, BoNT-F LC inh inconclusive and Rv3671c protease 6.
COc1ccccc1N1CCN(S(=O)(=O)CCNC(=O)c2cccc(F)c2)CC1 was read as PrPC surface inh -7, FadD28 binding 0.3, FBA Mtb inh 3, GDH-TPI inh 7, MazEF act -3, UGM FP inh 1.7, Mtb BioA inh 2.8, BoNT-F LC inh inconclusive and Rv3671c protease 3.
For CCCC1=Nc2cc(C(=O)NCCN3CCOCC3)ccc2Sc2ccc(C)cc21 the results were PrPC surface inh -6, FadD28 binding -7.9, FBA Mtb inh -4, GDH-TPI inh 7, MazEF act 1, UGM FP inh 2.3, Mtb BioA inh 1.2, BoNT-F LC inh 1 and Rv3671c protease -9.
Screening Cc1cccc(Nc2nc(N)c(C#N)c(CC#N)c2C#N)c1 returned PrPC surface inh 9, FadD28 binding -1.7, FBA Mtb inh 0, GDH-TPI inh 64*, MazEF act 9, UGM FP inh -1.6, Mtb BioA inh -0.4, BoNT-F LC inh -11 and Rv3671c protease 3.
`Cc1cccc(Cl)c1OCCN1CCCC1` gave PrPC surface inh -4, FadD28 binding 0.3, FBA Mtb inh 0, GDH-TPI inh 7, MazEF act 6, UGM FP inh -3.4, Mtb BioA inh -0.5 and Rv3671c protease 0.
Cn1nc(C(=O)Nc2ccc3c(c2)OCCO3)cc1C(=O)O was read as FadD28 binding -0.4, FBA Mtb inh 0, GDH-TPI inh -3, MazEF act 1, UGM FP inh 1.1, Mtb BioA inh 1.9, BoNT-F LC inh 0 and Rv3671c protease 3.
For CCOC(=O)C1CCN(S(=O)(=O)c2ccc(Cl)cc2)CC1 the results were PrPC surface inh 9, FBA Mtb inh 0, GDH-TPI inh 4, MazEF act 8, UGM FP inh -0.1, Mtb BioA inh -0.6, BoNT-F LC inh -5 and Rv3671c protease -1.
Screening Cc1ccccc1C(=O)Nc1cccc(C(=O)N/N=C/c2ccccn2)c1 returned PrPC surface inh 5, FadD28 binding -5.3, FBA Mtb inh -1, GDH-TPI inh 5, MazEF act 4, UGM FP inh 1.9, Mtb BioA inh 1.2, BoNT-F LC inh 7 and Rv3671c protease -17.
For Cc1c(C(=O)N(C)CC(=O)Nc2cccc(F)c2)oc2c(Cl)cccc12 the results were PrPC surface inh -3, FadD28 binding -2.9, FBA Mtb inh 2, GDH-TPI inh 4, MazEF act -3, UGM FP inh 1.1, BoNT-F LC inh 7 and Rv3671c protease 1.
Screening O=c1ccn(Cc2ccccc2)c2ccccc12 returned PrPC surface inh 2, FadD28 binding -3.7, FBA Mtb inh -1, GDH-TPI inh 15, MazEF act 0, UGM FP inh 1.3, Mtb BioA inh 1.1, BoNT-F LC inh -1 and Rv3671c protease 13.
For CC(=O)Nc1ccc2nc(-c3ccccn3)[nH]c2c1 the results were PrPC surface inh -4, FadD28 binding 0.2, FBA Mtb inh 18, GDH-TPI inh 29, MazEF act 10, UGM FP inh 4.8, Mtb BioA inh -0.8, BoNT-F LC inh 2 and Rv3671c protease -2.
Screening COCc1nc(-c2ccc(-c3ccc(OC)cc3)nc2OC)no1 returned PrPC surface inh 4, FadD28 binding -0.9, FBA Mtb inh active, GDH-TPI inh 17, MazEF act 3, Mtb BioA inh -0.3, BoNT-F LC inh -7 and Rv3671c protease -6.

The closing 3 records of the part before open the next one:
Screening O=c1ccn(Cc2ccccc2)c2ccccc12 returned PrPC surface inh 2, FadD28 binding -3.7, FBA Mtb inh -1, GDH-TPI inh 15, MazEF act 0, UGM FP inh 1.3, Mtb BioA inh 1.1, BoNT-F LC inh -1 and Rv3671c protease 13.
For CC(=O)Nc1ccc2nc(-c3ccccn3)[nH]c2c1 the results were PrPC surface inh -4, FadD28 binding 0.2, FBA Mtb inh 18, GDH-TPI inh 29, MazEF act 10, UGM FP inh 4.8, Mtb BioA inh -0.8, BoNT-F LC inh 2 and Rv3671c protease -2.
Screening COCc1nc(-c2ccc(-c3ccc(OC)cc3)nc2OC)no1 returned PrPC surface inh 4, FadD28 binding -0.9, FBA Mtb inh active, GDH-TPI inh 17, MazEF act 3, Mtb BioA inh -0.3, BoNT-F LC inh -7 and Rv3671c protease -6.
CC1C(=O)NN=C1C(=O)N/N=C\C(Br)=C\c1ccccc1 (stereo not given) was read as PrPC surface inh -16, FadD28 binding -3.3, FBA Mtb inh 0, GDH-TPI inh 20, MazEF act -4 and BoNT-F LC inh 6.
For O=C(NCc1ccco1)C1CCCN(S(=O)(=O)c2cnc[nH]2)C1 (stereo not given) the results were PrPC surface inh 5, FadD28 binding -3.2, FBA Mtb inh 0, GDH-TPI inh 4, MazEF act 11, UGM FP inh 1.4, Mtb BioA inh -0.5, BoNT-F LC inh -12 and Rv3671c protease 2.
`CC(C)C(NC(=O)OCc1ccccc1)C(=O)NCC(=O)OC(C)(C)C` (stereo not given) gave PrPC surface inh 10, FadD28 binding -4.1, FBA Mtb inh 0, GDH-TPI inh -15, MazEF act -5, UGM FP inh -1.0, Mtb BioA inh -0.7, BoNT-F LC inh 1 and Rv3671c protease 5.
COc1ccccc1Nc1nn2c(=O)c3ccc(C(=O)N4CCCCC4)cc3nc2s1 was read as PrPC surface inh 10, FadD28 binding -0.6, FBA Mtb inh 3, GDH-TPI inh 0, MazEF act 3, UGM FP inh -3.1, Mtb BioA inh -1.4, BoNT-F LC inh 8 and Rv3671c protease -12.
Screening CCOC(=O)c1sc2ncnc(N3CCN(CC)CC3)c2c1C returned PrPC surface inh -4, FadD28 binding -0.3, FBA Mtb inh 11, GDH-TPI inh 22, MazEF act 2, UGM FP inh 0.3, BoNT-F LC inh -6 and Rv3671c protease 5.
For CCCCN(C(=O)c1ccccc1OCc1ccc(F)cc1)c1c(N)n(CC(C)C)c(=O)[nH]c1=O the results were PrPC surface inh -5, FadD28 binding -0.7, FBA Mtb inh 4, GDH-TPI inh 13, MazEF act 0, UGM FP inh -2.1, Mtb BioA inh -1.9, BoNT-F LC inh 2 and Rv3671c protease 2.
`CNC(=O)n1cc(C)c(-c2cccs2)n1` gave PrPC surface inh 5, FadD28 binding -0.4, FBA Mtb inh 1, GDH-TPI inh 8, MazEF act -2, UGM FP inh -2.0, Mtb BioA inh -0.6, BoNT-F LC inh -7 and Rv3671c protease 7.
COc1ccc(C(=O)c2ccc(OC)c3cccc(O)c23)cc1OC was read as PrPC surface inh 2, FadD28 binding -2.2, FBA Mtb inh -1, GDH-TPI inh 7, MazEF act 18, UGM FP inh -8.1, Mtb BioA inh 16, BoNT-F LC inh -6 and Rv3671c protease 9.
`Cc1ccc(NC(=S)N=Nc2c(O)n(C)c3ccc(S(=O)(=O)N4CCOCC4)cc23)cc1` gave PrPC surface inh -9, FadD28 binding -0.4, FBA Mtb inh 2, GDH-TPI inh 9, MazEF act 2 and BoNT-F LC inh -5.
Screening Cc1cccc(N(CC(=O)N2CCCC2)S(C)(=O)=O)c1C returned PrPC surface inh 1, FadD28 binding -3.4, FBA Mtb inh -3, GDH-TPI inh 1, MazEF act 2, Mtb BioA inh 0.9 and BoNT-F LC inh -1.
For O=S(=O)(c1ccc(N2CCCCCC2)nc1)N1CCCC1 the results were PrPC surface inh -2, FadD28 binding -2.5, FBA Mtb inh -1, GDH-TPI inh 8, MazEF act 4, UGM FP inh -0.4, BoNT-F LC inh -3 and Rv3671c protease -3.
`COc1cccc(N2C(=O)CC(N3CCc4ccccc43)C2=O)c1` (stereo not given) gave PrPC surface inh 5, FadD28 binding -1.0, FBA Mtb inh 2, GDH-TPI inh -8, MazEF act 0, UGM FP inh -4.3, Mtb BioA inh 0.7, BoNT-F LC inh -8 and Rv3671c protease -6.
Cc1ccccc1NC(=O)N1c2ccccc2CC1C (stereo not given) was read as PrPC surface inh 0, FadD28 binding -0.4, FBA Mtb inh 1, GDH-TPI inh -3, MazEF act 1, UGM FP inh 0.5, BoNT-F LC inh -5 and Rv3671c protease -13.
For Cc1ccc(-n2c(SCC(=O)N3CCOCC3)nnc2-c2ccncc2)cc1 the results were PrPC surface inh -4, FadD28 binding -0.8, FBA Mtb inh 4, GDH-TPI inh 2, MazEF act 11, UGM FP inh 1.7, Mtb BioA inh 2.3, BoNT-F LC inh -9 and Rv3671c protease -6.
For Cc1ccc(C)c(NC(=O)CN(C)C(=O)Cn2c(=O)oc3ccccc32)c1 the results were PrPC surface inh -11, FadD28 binding -3.5, FBA Mtb inh -6, GDH-TPI inh -3, MazEF act -14, UGM FP inh 0.1, Mtb BioA inh 0.2, BoNT-F LC inh 6 and Rv3671c protease -1.
COc1ccc(OC)c(N2C(=O)CC(Cc3ccc(C)cc3)C2=O)c1 (stereo not given) was read as PrPC surface inh 0, FadD28 binding 0.7, FBA Mtb inh -1, GDH-TPI inh 9, MazEF act 0, UGM FP inh -1.8, Mtb BioA inh -2.9, BoNT-F LC inh -33 and Rv3671c protease 1.
Cc1ccsc1C(=O)NCc1ccc(Cl)cc1 was read as PrPC surface inh 7, FadD28 binding 1.6, FBA Mtb inh 1, GDH-TPI inh 2, MazEF act -5, UGM FP inh 1.3, Mtb BioA inh -0.8, BoNT-F LC inh -68 and Rv3671c protease 0.
CCN(C(=O)Nc1ccccc1)c1ccccc1 was read as PrPC surface inh 9, FadD28 binding -1.2, FBA Mtb inh 1, GDH-TPI inh 6, MazEF act -2, UGM FP inh -2.1, Mtb BioA inh -0.2, BoNT-F LC inh -1 and Rv3671c protease -8.

Compound activity from PubChem.

Rows were taken by chance, and some 4.8% of all compounds hit somewhere here.
